High-throughput results from PubChem BioAssay.
ARFGAP1 inhibitor = rat ARFGAP1 inhibition; Q62848; inhibition, % at 16.5 µM; Arfgap1-stimulated ARF1 GTP hydrolysis, GDP FP detection; actives 0.26% (n = 360,000);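 active = inhibition above a per-plate limit, mean inhibition of low control wells plus 3 SD, cut at about 25% in these data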;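 note: 0% = DMSO wells with enzyme and 100% = wells lacking Arfgap1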
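Material: rat Arfgap1 catalytic domain, aa 1-136; also added: human ARF1(Δ1-17)-GTP substrate; compound dosing: one concentration, 16.5 µM, DMSO 1.26%; incubation: GTP hydrolysis reaction 2 h at 25 °C; measured by: Tracer-displacement fluorescence polarization with EDTA stop, 620/688 nm; evaluation: % inhibition from polarization; repeats: one replicate per compound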
ADAM10 inh = ADAM10 inhibition, QFRET primary screen | O14672 | recombinant ADAM10, EDANS/DABCYL FRET peptide cleavage, 3 h | inhibition, % at 7 µM | actives 0.62% (n = 370,000);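 active = inhibition above a per-campaign cutoff equal to the mean of compounds falling between control-based bounds plus 3 SD, cut at about 20% in these data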;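 note: 0% = DMSO wells while the 100% control is not disclosed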
ASAP1 inh = inhibitors of human ASAP1 ArfGAP activity; Q9ULH1; ASAP1-stimulated ARF1 GTP hydrolysis, GDP FP detection; AID 624377; actives 0.19% (n = 360,000); inhibition, % at 16.5 µM; in the data active = inhibition above about 25%;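 note: 0% = vehicle with enzyme and substrate and 100% = no enzyme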
PLCg1 inh = blocks human PLC-gamma1 enzyme activity | P19174 | actives 0.84% (n = 370,000) | inhibition, % at 12.2 µM | purified PLC-gamma1, fluorogenic substrate, fluorescence; in the data active = inhibition above about 9.5%
TDP2 inh = blocks human TDP2 phosphodiesterase activity. recombinant TDP2, T5PNP hydrolysis, p-nitrophenol absorbance 415 nm. inhibition, % at 12.8 µM. actives 0.34% (n = 370,000). AID 720702;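 active = inhibition above the mean of all tested compounds plus 3 SD, set per campaign, cut at about 25% in these data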;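 note: 0% = DMSO with enzyme and 100% = buffer with substrate but no TDP2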
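Material: recombinant human TDP2; quantity: TDP2 enzyme at 120 nM final; medium: Tris-HCl pH 7.5 with MgCl2; compound: single concentration, 12.8 µM nominal, with 1% DMSO; incubation: 2 h enzyme incubation at 37 °C; signal: epi absorbance; measure: percent inhibition; benchmarks: high control without enzyme, low control DMSO plus TDP2; repeats: singlicate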
PLC-beta3 inh = inhibitors of human phospholipase C beta3; Q01970; Purified PLC-beta3, fluorogenic substrate, fluorescence; inhibition, % at 12.2 µM; actives 0.18% (n = 370,000); AID 720704; in the data active = inhibition above about 11%;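 note: 0% = median of compound wells on plate and 100% = full blocker control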
Tn7 DDE FP = DD(E)-Tn7 binding inhibition, primary FP screen; FP displacement of FITC-Tn7 peptide from fibrin DD(E); 0% = median of compound wells per plate; inhibition, % at 8.3 µM; actives 0.13% (n = 370,000); AID 720508;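 active = inhibition above the mean of compounds falling within the control limits plus 3 SD of them, cut at about 14% in these data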;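 note: 0% = plate median of compound wells and 100% = 10 µM Aha-Tn7 peptide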
Target sequence (P02675 whole entry, looked up): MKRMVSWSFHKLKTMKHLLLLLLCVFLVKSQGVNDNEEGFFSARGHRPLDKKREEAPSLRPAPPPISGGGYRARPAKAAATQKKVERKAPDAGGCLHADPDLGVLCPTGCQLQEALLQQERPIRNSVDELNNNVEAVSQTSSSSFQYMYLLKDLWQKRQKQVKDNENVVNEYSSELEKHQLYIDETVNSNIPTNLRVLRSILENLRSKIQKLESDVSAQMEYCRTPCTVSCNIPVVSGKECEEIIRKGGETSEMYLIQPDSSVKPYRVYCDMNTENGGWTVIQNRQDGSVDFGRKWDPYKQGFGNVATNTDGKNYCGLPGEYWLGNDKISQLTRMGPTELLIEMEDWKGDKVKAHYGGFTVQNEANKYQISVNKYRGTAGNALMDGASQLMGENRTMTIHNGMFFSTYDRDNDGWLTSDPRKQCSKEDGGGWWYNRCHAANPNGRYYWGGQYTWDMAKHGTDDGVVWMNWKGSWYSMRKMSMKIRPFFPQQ
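Assay system: Human clot-derived fibrin DD(E) complex | Buffer or medium: Tris/NaCl/CaCl2 buffer, pH 7.8 | Repeats: One replicate per compound | Benchmarks: Aha-Tn7 high control | Measure: % inhibition scaled between sample-field median and high-control FP | Schedule: 10 min plus 3 h, room temperature | Signal: Fluorescence polarization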
Tn6 DDE FP = disrupts Tn6 cyclic peptide binding to fibrin D-Dimer-E complex; inhibition, % at 8.3 µM; P02675; AID 720509; actives 0.21% (n = 370,000); Fibrin DD(E) TRITC-Tn6 fluorescence polarization displacement;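 active = inhibition above a per-campaign cutoff: mean of compounds within control limits plus 3 SD, cut at about 15% in these data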;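 note: 0% = median of all compound wells on the plate and 100% = blocking peptide control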
SIAE primary = inhibitors of human sialic acid acetylesterase SIAE | Q9HAT2 | inhibition, % at 9.66 µM | AID 1053197 | actives 0.69% (n = 370,000) | SIAE FP-Rh probe binding, fluorescence polarization;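 active = inhibition above a cutoff: mean of compounds within the control limits plus 3 SD of those, cut at about 17% in these data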;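 note: 0% = plate median of compound wells and 100% = probe without SIAE protein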
Target sequence (Q9HAT2 whole entry, looked up): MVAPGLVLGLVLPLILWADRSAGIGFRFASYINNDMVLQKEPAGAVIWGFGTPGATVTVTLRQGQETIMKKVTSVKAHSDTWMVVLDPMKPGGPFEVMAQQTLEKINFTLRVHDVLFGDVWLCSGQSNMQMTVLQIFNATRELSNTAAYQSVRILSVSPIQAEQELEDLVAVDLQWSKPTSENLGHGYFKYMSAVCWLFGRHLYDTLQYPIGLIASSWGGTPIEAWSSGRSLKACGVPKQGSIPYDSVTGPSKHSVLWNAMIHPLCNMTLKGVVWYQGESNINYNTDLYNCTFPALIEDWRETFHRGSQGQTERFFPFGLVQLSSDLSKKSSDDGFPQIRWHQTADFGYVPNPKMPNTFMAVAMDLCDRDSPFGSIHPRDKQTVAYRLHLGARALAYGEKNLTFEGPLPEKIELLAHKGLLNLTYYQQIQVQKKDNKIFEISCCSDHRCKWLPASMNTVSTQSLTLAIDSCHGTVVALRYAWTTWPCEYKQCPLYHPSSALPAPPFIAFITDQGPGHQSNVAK
ADAM17 inh = inhibits human ADAM17 | P78536 | recombinant ADAM17, EDANS/DABCYL FRET peptide cleavage | inhibition, % at 6.95 µM | actives 0.83% (n = 370,000);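 active = inhibition above the mean of compounds lying between control limits plus 3 SD, set per campaign, cut at about 8.5% in these data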;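 note: 0% = DMSO-only wells as the low control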
* = called active by the depositor; x = not tested or not shown.

nr	smiles	ARFGAP1 inhibitor	ADAM10 inh	ASAP1 inh	PLCg1 inh	TDP2 inh
1	O=C(OCc1ccc(COC(=O)c2cccnc2Cl)cc1)c1cccnc1Cl	13	-2	2	6	1
2	COc1ccc(S(=O)(=O)N2CCC(C(=O)NCCC(=O)NCc3ccccc3OC)CC2)cc1	-5	-5	-2	0	-5
3	O=C(NC1(C(F)(F)F)NC(=O)N(Cc2cccnc2)C1=O)c1ccncc1 (stereo not drawn)	-6	-3	0	-2	5
4	CCOC(=O)C1CCN(Cc2nc3ccccc3c(=O)n2-c2ccc(OCC)cc2)CC1	-2	-8	7	2	-6
5	O=C1[C@H]2[C@@H](c3ccccc3)N[C@]3(CCCN(Cc4ccc(C(F)(F)F)cc4)C3=O)[C@H]2C(=O)N1Cc1ccccc1	-3	7	2	-3	-15
6	COc1cc(S(=O)(=O)N2CCOCC2)c(OC)c(S(=O)(=O)N2CCOCC2)c1	9	-3	-1	-2	-5
7	CCC(Oc1ccccc1)C(=O)Nc1nnc(C)s1 (stereo not drawn)	17	5	-18	-1	5
8	Cc1ccc(C(=O)N/C(=C\c2ccc(Cl)cc2)C(=O)NCCN2CCOCC2)cc1	-1	-11	-5	-5	-2
9	COc1ccc(N(CC(=O)N2CCN(C)CC2)S(=O)(=O)c2ccccc2)cc1OC	-6	-6	2	2	-4
10	CCOc1cc(C2C3=C(CCCC3=O)NC3=C2C(=O)CCC3)ccc1OCCO	6	-11	-5	-5	3
11	COCCNC(=O)/C(C#N)=C/c1c(N2CCCCCC2)nc2c(C)cccn2c1=O	7	-415	15	-40	-19
12	Nc1[nH]c(C(=O)c2ccc(Br)cc2)c(-c2ccccc2)c1C(=O)NCCc1c[nH]c2ccccc12	3	4	-5	-6	-9

nr	PLC-beta3 inh	Tn7 DDE FP	Tn6 DDE FP	SIAE primary	ADAM17 inh
1	0	-5	-5	-3	0
2	-2	5	-6	4	-2
3	0	6	-3	7	-6
4	-3	4	-2	-5	-5
5	5	3	5	4	8
6	-2	7	-3	-4	-2
7	0	4	-1	2	-4
8	-8	2	-2	0	-3
9	3	-4	-3	-4	0
10	-3	0	-4	2	-5
11	-73	2	-1	-2	-140
12	-8	1	1	12	5

3 compounds from above, sorted by count of non-hydrogen atoms, descending:
nr	smiles	ARFGAP1 inhibitor	ADAM10 inh	ASAP1 inh	PLCg1 inh	TDP2 inh
2	COc1ccc(S(=O)(=O)N2CCC(C(=O)NCCC(=O)NCc3ccccc3OC)CC2)cc1	-5	-5	-2	0	-5
10	CCOc1cc(C2C3=C(CCCC3=O)NC3=C2C(=O)CCC3)ccc1OCCO	6	-11	-5	-5	3
1	O=C(OCc1ccc(COC(=O)c2cccnc2Cl)cc1)c1cccnc1Cl	13	-2	2	6	1

nr	PLC-beta3 inh	Tn7 DDE FP	Tn6 DDE FP	SIAE primary	ADAM17 inh
2	-2	5	-6	4	-2
10	-3	0	-4	2	-5
1	0	-5	-5	-3	0

Next section
nr	smiles	ARFGAP1 inhibitor	ADAM10 inh	ASAP1 inh	PLCg1 inh	TDP2 inh
13	CCCCn1c(N)c(N(CCC(C)C)C(=O)CSc2nc3ccccc3n2C)c(=O)[nH]c1=O	7	-29	-11	-2	17
14	O=C(NNC(=S)NC(=O)c1cccs1)c1cccnc1	-4	-2	4	0	-18
15	CC1=C(C(=O)N2CCOCC2)CC(CC(=O)NCCN2CCOCC2)C(=O)N1Cc1ccc(F)cc1 (stereo not drawn)	-3	-9	2	1	4
16	O=C(N[C@@H](Cc1ccccc1)C(=O)OCC(=O)N1CCOCC1)c1cccs1	1	2	4	2	-12
17	COc1ccc(CN(C(=O)CCC(=O)N2CCCCC2)c2nccs2)cc1OC	-6	1	9	1	1
18	CCOC(=O)c1cc(CC)sc1NC(=O)c1cc(OCC)c(OCC)c(OCC)c1	-1	-4	11	-3	-18
19	O=C(CCNS(=O)(=O)c1cccc(Cl)c1)OCC(=O)N1CCN(C(=O)c2ccco2)CC1	2	-16	-11	-2	-6
20	Cc1ccc(S(=O)(=O)N(C)C)cc1NC(=O)CCNC(=O)c1ccccc1Cl	14	1	-4	1	-14
21	Cc1ccc(NCC(=O)c2ccc(C)cc2)cc1	0	-2	-4	3	0
22	C[C@@H]1[C@H](O)[C@@H](C)/C=C/C=C/C=C/C=C/C=C/C=C/C=C/[C@H](OC2O[C@H](C)[C@@H](O)[C@H](N)[C@@H]2O)C[C@@H]2O[C@](O)(C[C@@H](O)C[C@@H](O)[C@H](O)CC[C@@H](O)C[C@@H](O)CC(=O)O[C@H]1C)C[C@H](O)[C@H]2C(=O)O (stereo partly drawn)	x	-71	x	-109	4
23	COc1cccc(-c2nc(C=O)cs2)c1	5	3	4	7	1
24	Cc1c(Cc2ccc3c(c2)OCO3)sc(NC(=O)c2ccc3ccccc3c2)c1C(N)=O	-3	1	0	-36	-6

nr	PLC-beta3 inh	Tn7 DDE FP	Tn6 DDE FP	SIAE primary	ADAM17 inh
13	-3	0	4	-4	-10
14	-4	-1	0	3	-3
15	0	2	1	-1	-4
16	-6	-1	18*	-2	-1
17	4	5	-2	-3	-1
18	-15	-12	3	-1	-2
19	-10	4	-3	6	-4
20	6	-4	-6	-2	-1
21	-2	0	3	4	-2
22	-147	0	-2	-3	-19
23	4	4	-3	3	-2
24	-44	5	-7	-10	-4

Results in sequence from the entries so far.
Tn7 DDE FP for nos. 19–22: 4, -4, 0, 0

Remaining list, next part:
nr	smiles	ARFGAP1 inhibitor	ADAM10 inh	ASAP1 inh	PLCg1 inh	TDP2 inh
25	COc1ccc(NC2CCCN(C(=O)CCN3CCCC3=O)C2)cc1 (stereo not drawn)	1	4	-9	-2	14
26	Clc1ccc(-c2nc3ccncc3[nH]2)cc1	11	-2	-1	-1	8
27	CCCOc1ccc(N2C(=O)CC(N(CCOC34CC5CC(CC(C5)C3)C4)C(C)=O)C2=O)cc1 (stereo not drawn)	9	-1	9	0	-7
28	CC(CN1CCOCC1)OC(=O)c1ccc(Cl)cc1Cl (stereo not drawn)	-4	14	-4	1	-2
29	COCCN(CC(=O)NCc1ccc(F)cc1)C(=O)CCC(=O)Nc1ccccn1	4	-8	5	-3	9
30	O=C(COC(=O)/C=C/c1ccccc1)Nc1cccc(Oc2ccccc2)c1	1	-4	-2	0	13
31	CCOC(=O)C1C[C@@H](O)C=CC1=O (stereo partly drawn)	x	0	x	1	2
32	COc1ccc(CCNC(=O)c2c(-c3ccccc3Cl)noc2C)cc1	-15	0	10	3	7
33	OC1CN=C2CCCc3c2n(c2ccc(Cl)cc32)C1 (stereo not drawn)	-2	-116	-9	-254	0
34	Cc1nc(NC(=O)c2ccccc2)sc1Cc1ccc2c(c1)OCO2	6	-13	-1	-10	5
35	Cc1ccc(-n2ncc3c(=O)[nH]c(SCC(=O)N4CCOCC4)nc32)cc1	7	6	2	-6	-6
36	CCCCn1c(N)c(N(CC(C)C)C(=O)CC2CCCCC2)c(=O)[nH]c1=O	8	-10	-4	3	-10

nr	PLC-beta3 inh	Tn7 DDE FP	Tn6 DDE FP	SIAE primary	ADAM17 inh
25	-8	2	-1	11	-2
26	-1	-2	-2	-3	0
27	-2	-7	3	0	-1
28	-1	-3	0	0	1
29	0	-3	-8	8	-5
30	-2	3	-4	-94	-1
31	-1	6	-1	6	-4
32	5	-2	6	-5	0
33	-343	-4	6	9	-36
34	-11	-4	-6	2	6
35	0	3	-9	-7	-8
36	1	-5	1	0	-4

(more compounds)
nr	smiles	ARFGAP1 inhibitor	ADAM10 inh	ASAP1 inh	PLCg1 inh	TDP2 inh
37	CNC(=S)N/N=C(\C)c1ccc(Cl)s1	-2	2	-2	3	-3
38	CCOC(=O)CSc1nnc(-c2cccnc2)o1	-3	-1	-2	3	15
39	O=C(OCC#CCSc1nnc(-c2cccc(F)c2)o1)c1ccc(F)cc1	x	11	x	1	-2
40	CCCNC(=O)c1csc(Nc2cccc3ccccc23)n1	-1	-27	4	-4	-4
41	CCOCCCNC(=O)C1(O)c2ccccc2NC(=O)N1c1ccc(C)c(C)c1 (stereo not drawn)	-1	5	6	7	-17
42	CN(Cc1ccc(Cl)cc1Cl)C(=O)CNC(=O)c1ccc2c(c1)OCO2	4	-4	-1	0	-1
43	COc1cccc(NC(=O)Cn2c3ccc(F)cc3c3nc4n(c(=O)c32)CCS4)c1	-5	-32	0	-4	11

nr	PLC-beta3 inh	Tn7 DDE FP	Tn6 DDE FP	SIAE primary	ADAM17 inh
37	3	-4	5	5	3
38	1	8	7	6	-2
39	0	4	3	-2	1
40	-8	6	-6	4	-5
41	3	-1	-2	-10	2
42	-2	-1	3	-4	5
43	-6	4	-8	-16	-10

Shown as a hit in Tn6 DDE FP, of those listed so far:
nr	smiles	ARFGAP1 inhibitor	ADAM10 inh	ASAP1 inh	PLCg1 inh	TDP2 inh
16	O=C(N[C@@H](Cc1ccccc1)C(=O)OCC(=O)N1CCOCC1)c1cccs1	1	2	4	2	-12

nr	PLC-beta3 inh	Tn7 DDE FP	Tn6 DDE FP	SIAE primary	ADAM17 inh
16	-6	-1	18*	-2	-1

Whole records as entered above:
CCCNC(=O)c1csc(Nc2cccc3ccccc23)n1 as listed: ARFGAP1 inhibitor: -1; ADAM10 inh: -27; ASAP1 inh: 4; PLCg1 inh: -4; TDP2 inh: -4; PLC-beta3 inh: -8; Tn7 DDE FP: 6; Tn6 DDE FP: -6; SIAE primary: 4; ADAM17 inh: -5
CN(Cc1ccc(Cl)cc1Cl)C(=O)CNC(=O)c1ccc2c(c1)OCO2 as listed: ARFGAP1 inhibitor: 4; ADAM10 inh: -4; ASAP1 inh: -1; PLCg1 inh: 0; TDP2 inh: -1; PLC-beta3 inh: -2; Tn7 DDE FP: -1; Tn6 DDE FP: 3; SIAE primary: -4; ADAM17 inh: 5
